Growth percent in the NCI-60 one-dose screen (48 h, 10 µM unless noted): 100 = growth as untreated, 0 = no growth, -100 = all killed.
786-0: 786-0 renal cancer cells. AID 1794775. 81,000 tested, 5.1% active
DU-145: DU-145 prostate cancer; AID 1794760; 81,000 tested, 4.2% active
UO-31: UO-31 renal cancer | 81,000 tested, 5.2% active | AID 1794768
U251: U251 CNS tumor cells. 80,000 tested, 5.4% active. AID 1794753
TK-10: TK-10 renal cancer cells | 81,000 tested, 3.9% active | AID 1794769
SF-539: SF-539 CNS cancer. AID 1794752. 81,000 tested, 6.8% active
SF-295: SF-295 CNS cancer cells | 79,000 tested, 5.6% active
PC-3: PC-3 prostate cancer cells | 80,000 tested, 3.9% active | AID 1794754
SN12C: SN12C renal cancer cells; AID 1794767; 81,000 tested, 3.8% active
* = called active by the depositor; · = not tested or not shown; & = joins results of further samples. How the source made its calls: active means growth percent below 10; inactive means the rest.

SMILES	786-0	DU-145	UO-31	U251	TK-10	SF-539	SF-295	PC-3	SN12C
O=C1c2ccccc2C(=O)N1Cc1cc(Br)ccc1O	109	111	68	99	111	91	108	85	96
CC(=O)Nc1ccc(O)c(O)c1	104	103	85	105	124	99	108	96	112
Nc1nc(N)c2nc(CNc3ccc(C(=O)N[C@@H](CCC(=O)O)C(=O)O)c4ccccc34)cnc2n1	25	36	19	44	56	20	21	40	27
CCCCC/C(=C\c1ccccc1)C1OCC(COCC)O1 (stereo not drawn)	97	109	93	103	87	102	96	105	110
COc1cc(C2c3cc4c(cc3C(O)C(CO)C2CO)OCO4)cc(OC)c1OC (stereo not drawn)	39	0.8*	13	22	47	-16*	-43*	25	46
C/C(=N\NC(=S)NC1CCCCC1)c1nc2ccc(Cl)cc2[nH]1	94	92	65	82	91	81	69	78	77
Cn1c2c(cc(S(=O)(=O)c3ccccc3)c1=O)CCc1c-2cnn1-c1ccccc1Cl	102	120	-16*	·	122	90	88	94	98
Cc1ccc(-c2cc(C(=O)N3N=C(c4ccccc4)CC3c3cc(-c4ccccc4)nn3-c3ccccc3)c3ccccc3n2)cc1 (stereo not drawn)	93	98	87	86	117	96	93	94	101
COc1ccc(NC(c2ccc(OC(F)F)c(OCC3CC3)c2)c2nnnn2C2CCCCC2)cc1 (stereo not drawn)	92	99	67	90	103	100	93	78	99
COc1ccc(C(=O)CSc2nc(-c3cc4ccccc4o3)cc(-c3ccc(Cl)cc3)c2C#N)cc1	95	113	71	98	150	103	78	71	101
Nc1ccc(C2NNC(=O)Cc3cc4c(cc32)OCO4)cc1 (stereo not drawn)	98	126	83	107	106	100	106	104	106
CCOC(=O)c1ccnc(F)c1	101	108	91	101	91	101	98	112	104
CCOC(=O)C(=CNc1ccccc1Cl)C(=O)OCC	88	107	89	94	99	102	90	96	101
C[C@]12CCC3c4ccc(OS(=O)(=O)O)cc4CCC3C1CCC2=O (stereo partly drawn)	106	108	79	99	117	102	108	94	100
CC(OC(C)c1ccccc1)c1ccccc1 (stereo not drawn)	100	105	103	100	·	116	85	130	104

Compound profiles (already shown). Order of screens: 786-0, DU-145, UO-31, U251, TK-10, SF-539, SF-295, PC-3, SN12C
Entry for COc1ccc(NC(c2ccc(OC(F)F)c(OCC3CC3)c2)c2nnnn2C2CCCCC2)cc1 (stereo not drawn) = 92, 99, 67, 90, 103, 100, 93, 78, 99
Entry for C[C@]12CCC3c4ccc(OS(=O)(=O)O)cc4CCC3C1CCC2=O (stereo partly drawn) = 106, 108, 79, 99, 117, 102, 108, 94, 100
Entry for Cc1ccc(-c2cc(C(=O)N3N=C(c4ccccc4)CC3c3cc(-c4ccccc4)nn3-c3ccccc3)c3ccccc3n2)cc1 (stereo not drawn) = 93, 98, 87, 86, 117, 96, 93, 94, 101
Entry for Cn1c2c(cc(S(=O)(=O)c3ccccc3)c1=O)CCc1c-2cnn1-c1ccccc1Cl = 102, 120, -16*, ·, 122, 90, 88, 94, 98
Entry for CCOC(=O)C(=CNc1ccccc1Cl)C(=O)OCC = 88, 107, 89, 94, 99, 102, 90, 96, 101

(further entries)
SMILES	786-0	DU-145	UO-31	U251	TK-10	SF-539	SF-295	PC-3	SN12C
CC(C)(CCN=C(N)Nc1ccccn1)c1ccc(C(F)(F)F)cc1	29	53	14	-17*	37	54	6.9*	20	24
CCCCCCC(C)N1C(=O)c2ccccc2C1=O (stereo not drawn)	100	110	96	104	·	95	107	96	100
N=Nc1c(O)[nH]c2ccccc12	103	111	78	93	98	97	108	97	98
CC(C)(C)c1cc(C[P+](c2ccc(Cl)cc2)(c2ccc(Cl)cc2)c2ccc(Cl)cc2)cc(C(C)(C)C)c1O	99	108	64	85	105	105	92	70	92
O=C(/C=C\c1ccnc2ccccc12)c1ccc([N+](=O)[O-])cc1	81&89	96&101	50&62	80&95	87&81	85	83	75&94	86&97
CSc1ccc(NC(=O)c2ccc3nnn(/C(C#N)=C/c4ccccn4)c3c2)cc1	-98*	-98*	-100*	-82*	-99*	-99*	-73*	-20*	-100*
C#C[C@@]1(O)[C@@H](CO)O[C@@H](n2cc(I)c3c(N)ncnc32)[C@@H]1O	-24*	7.5*	-15*	-0.6*	23	-41*	11	4.0*	6.9*
Cc1nc(SCC(=O)Nc2nc(-c3ccc(Cl)cc3)cs2)n(Nc2ccccc2)c1C	54	65	33	37	57	35	31	59	39
Brc1ccc(-c2nnc3ccc(N/N=C/c4ccccc4)nn23)cc1	92	87	85	87	97	95	90	98	98
Nc1cccc(-c2ccc(COc3ccc(CC4SC(=O)NC4=O)cc3)cc2)c1 (stereo not drawn)	78	83	53	46	92	64	64	60	69
O=[N+]([O-])c1ccc(-c2cccnc2)cc1	100	107	82	102	102	102	115	90	99
Cc1cc(OCCCCOc2ccc(C#N)cc2)ccc1[N+](=O)[O-]	81	105	76	94	122	92	92	·	99
COc1ccc(C2CC(=O)Nc3c(-c4ccc(OC)c(OC)c4)csc32)cc1O (stereo not drawn)	93	110	64	99	98	88	119	100	96
CCCCn1c2cc(OCc3cn(-c4ccc(Cl)cc4)nn3)ccc2c2ccnc(C)c21	-10*	72	-16*	22	16	55	40	45	11
O=C(NCCSSCCNC(=O)c1ccccc1)c1ccccc1	103	115	72	101	115	96	83	106	97
O=C1c2ccccc2C(=O)c2c1oc1c2c(=O)[nH]c2ccccc21	102	82	60	79	97	90	93	65	70
COc1cccc(C(=O)N(c2ccc(F)c(F)c2)C(C(=O)NC(C)(C)C)c2cc3c(C)cc(C)cc3nc2Cl)c1 (stereo not drawn)	77	76	49	69	70	79	54	31	·
O=C(Nc1ccc(C2=NCCN2)cc1)c1cccc(C(=O)Nc2ccc(C3=NCCN3)cc2)c1	103	108	87	79	116	97	82	86	103
O=c1oc2ccc3ccccc3c2cc1-c1cc(-c2ccc(O)cc2)cc(-c2cc3c(ccc4ccccc43)oc2=O)n1	108	112	91	109	133	98	104	96	98
O=C(c1ccccc1)c1ccc2nc(-c3ccco3)c(-c3ccco3)nc2c1	105	99	98	99	123	104	97	93	99
CC(/C=N\NC(=O)C[N+](C)(C)C)=N/NC(=O)C[N+](C)(C)C	106	119	91	97	105	100	·	96	103
CN(C)CCOc1ccc(CN)cc1	97	108	91	93	98	98	101	95	104
CCOC(=O)C1=C(C)N=C2Sc3cc(Cl)ccc3N2C1c1cn[nH]c1-c1ccc(F)cc1 (stereo not drawn)	94	103	63	80	92	102	93	73	85
COc1ccc(-c2nc(SCC(C)C)nc(N/N=C\c3ccc(F)cc3)c2C#N)cc1	83	94	67	95	81	92	76	85	79
CCc1c(C)c2ccc(OCC(=O)N=Nc3c(O)[nH]c4ccccc34)c(C)c2oc1=O	-23*	7.9*	65	-71*	61	85	-9.7*	-9.6*	-43*
CSc1ccc(/C=N/Nc2n[nH]c(=S)n2N)cc1	100	101	94	101	139	99	97	90	98
O=C1/C(=C/c2cc(Cl)cc(Cl)c2)Cc2c(F)ccc(Br)c21	102	109	79	96	110	100	91	94	98
Cc1c(Cl)cccc1NC(=O)CN1CCCCC1	97	109	95	111	99	101	101	107	106
CCCCCC1(/C=N/NC(N)=S)NC(=O)NC1=O (stereo not drawn)	109	115	94	95	95	99	107	93	97
CCC(=O)N1N=C(c2ccc(-n3ccc(C(F)(F)F)n3)c(F)c2)CC1c1ccc[nH]1 (stereo not drawn)	102	109	94	105	99	106	100	96	99
COc1ccc(-c2c3c(N)c4c(nc3nc3c2c(C)nn3-c2ccccc2)CCCCC4)cc1	79	92	62	·	75	94	85	70	93
COc1c(C)cccc1C(C)=O	100	96	86	105	85	100	101	108	113
O=C(/C=C/c1ccccc1F)c1ccccc1	107	116	104	·	111	108	97	96	98
C=C(C)C(=O)OCCCCCCC	103	107	90	109	76	89	105	92	109
COc1ccc(CNc2nnc(C)c(C)n2)cc1	98	111	96	97	100	98	98	94	102
CCOC(=O)Nc1ccc2c(c1)C(=O)N(CC)c1ccccc1O2	31	7.5*	54	19	75	4.8*	3.4*	34	·
CCc1ccc(Cc2cnc(NC(=O)C3=NCCCN3)s2)cc1	104	106	83	101	110	102	101	102	95
COc1ccc(/C(C)=C(\c2ccc(O)cc2)c2ccc(OCCN3CCCC3)cc2)cc1	94	101	73	88	104	86	104	94	86
CCn1c(SCC(=O)Nc2ccc(-c3nc4ccccc4[nH]3)cc2)nc2ccccc2c1=O	-89*	-50*	-95*	-75*	-95*	-87*	-67*	-81*	-78*
CN1CCN(Cc2ccc(NC(=O)c3cncc(C#Cc4cnc5ccc(OCC(F)F)nn45)c3)cc2C(F)(F)F)CC1	-90*	-86*	-96*	-73*	-84*	-91*	-77*	-19*	-75*
CC1(C)[C@@H](OC(=O)c2cccnc2)CC[C@]2(C)[C@H]3C(=O)C=C4[C@@H]5C[C@](C)(C(=O)N6CCNCC6)CC[C@]5(C)CC[C@@]4(C)[C@]3(C)CC[C@@H]12	95	107	75	94	110	98	100	54	88
N#Cc1c(Oc2ccccc2)nc2n(c1=O)-c1ccccc1Sc1ccccc1-2	96	122	50	98	120	109	109	89	87
COC(=O)/C=C/c1ccc(OC)cc1	99	104	88	92	94	95	93	83	107
O=c1cc(C2NNC(=S)N2)c2ccc3ccccc3c2o1 (stereo not drawn)	100	109	71	97	126	94	100	85	100
CCOC(=O)c1cc2c3c(ccc(NS(=O)(=O)c4ccccc4OC)c3n1)N(C)C2=O	63	90	41	84	51	70	63	64	85
C#CCOC(=O)[C@]12CC[C@@H](C(=C)C)[C@@H]1[C@H]1CC[C@@H]3[C@@]4(C)Cc5c([nH]c6ccccc56)C(C)(C)[C@@H]4CC[C@@]3(C)[C@]1(C)CC2	104	103	88	104	102	103	103	83	102
c1ccc(SC23CC4CC(CC(C4)C2)C3)nc1	110	115	83	100	104	103	101	91	87
Cc1cc(-c2ccco2)c(C#N)c(=O)n1C(=O)c1ccccc1	102	109	94	103	117	92	99	104	99
O=[N+]([O-])c1ccc(NN=C(C2CC2)C2CC2)c([N+](=O)[O-])c1	102	118	79	102	112	96	126	96	102
O=C1CC(c2ccc(O)cc2)Oc2cc(O)cc(O)c21 (stereo not drawn)	115&106	107&111	104&102	103&95	124&97	110&100	120&98	100	120&99
Cc1ccc(S(=O)(=O)NCCCNc2nccc(-c3cn(C(C)(C)C)nc3-c3ccc(F)c(O)c3)n2)cc1	96	95	90	91	111	99	113	60	91
Clc1ccccc1-n1cc(CSc2nnc(COc3cccc4cccnc34)o2)nn1	102	108	70	100	112	105	91	69	89
N#CC1=C(N)Oc2c(sc3c(F)cccc23)C1c1ccc(O)cc1 (stereo not drawn)	99	98	70	88	124	90	96	72	86
CCn1c(=O)c(C(c2ccc(C)cc2)c2c(O)c3ccccc3n(CC)c2=O)c(O)c2ccccc21	101	106	76	96	106	100	100	95	100
CC(=O)N[C@H](Cc1ccccc1)C(=O)N[C@H](CS)C(=O)N[C@@H](CCCCN)C(=O)N[C@@H](C)C(=O)N[C@H](CCCNC(=N)N)C(=O)N[C@H](CCCNC(=N)N)C(=O)N[C@H](CCCNC(=N)N)C(=O)N[C@H](CCCNC(=N)N)C(=O)N[C@H](CCCNC(=N)N)C(=O)N[C@H](CCCNC(=N)N)C(=O)N[C@H](CCCNC(=N)N)C(=O)N[C@H](CCCNC(=N)N)C(=O)O	·	103	102	108	102	96	106	97	105
O=S(=O)(NCCNc1nccc(-c2c(-c3cccc(F)c3)nc3occn23)n1)c1ccc(Br)cc1	76	90	64	85	103	92	99	74	79
COc1ccc(CC(N)C(=O)O)cc1 (stereo not drawn)	100	106	91	94	93	100	95	76	·
CC(=O)C1CCC2C3CC=C4CC(SC(=N)N)CCC4(C)C3CCC12C (stereo not drawn)	48	75	63	31	67	65	51	33	47
CSc1nnc(C2=CC(=O)c3ccccc3C2=O)n1-c1ccccc1	95	104	68	76	121	98	86	87	104
N#Cc1c(-c2ccccc2)[nH]c2ncc(-c3ccc4ccccc4c3)n2c1=O	90	103	87	99	113	103	93	93	102

Remaining list, next part.
SMILES	786-0	DU-145	UO-31	U251	TK-10	SF-539	SF-295	PC-3	SN12C
Cn1ccc2cc(NC(=O)c3ccnnc3)ccc21	88	96	65	113	73	99	99	102	88
COC(=O)C1(CC(=O)c2ccc(OC)cc2)NC(=S)NC(=O)C1C#N (stereo not drawn)	110	118	94	107	106	101	102	102	114
Nc1ccccc1-c1cc2c(c3c1[nH]c1ccccc13)CCCCCCCCCC2	97	97	87	105	100	100	107	94	98
Cc1ccc2c(n1)C(=O)C(Br)=C(CC(C)C)C2=O	96	109	87	98	115	98	102	97	99
COc1ccc(-c2nc(SCc3nnc(-c4ccc(Cl)cc4)o3)[nH]c(=O)c2C#N)cc1	98	111	89	95	98	101	106	92	102
Cc1cc(=S)nc(N)[nH]1	100	106	90	109	95	102	97	99	103
CCCCn1c(=O)c(/C=C/C(=O)/C=C2/CC(c3cc4cc(C)ccc4n(CCCC)c3=O)Nc3ccccc3N2)cc2cc(C)ccc21 (stereo not drawn)	97	104	73	107	108	96	98	84	91

Only 786-0 (3 entries from above):
Molecule,786-0
COc1ccc(-c2nc(SCc3nnc(-c4ccc(Cl)cc4)o3)[nH]c(=O)c2C#N)cc1,98
Cc1cc(=S)nc(N)[nH]1,100
CCCCn1c(=O)c(/C=C/C(=O)/C=C2/CC(c3cc4cc(C)ccc4n(CCCC)c3=O)Nc3ccccc3N2)cc2cc(C)ccc21 (stereo not drawn),97

Assay outcomes as filed in PubChem.
